Assay outcomes as filed in PubChem BioAssay.
CASP6 VEID inh = caspase-6 (human) enzyme inhibition; P55212; purified caspase-6, Z-VEID-R110 cleavage fluorescence; inhibition, % at 12.5 µM; 350,000 tested, 0.53% active;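 active = mean inhibition across replicates at least about 35%, with every replicate also reaching that limit, limit read from the data; inconclusive = only one of the two criteria met; inactive = neither criterion met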;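 also: 0% = median of neutral control wells and 100% = no fluorescence left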
Target sequence (P55212 24-179 limits assumed): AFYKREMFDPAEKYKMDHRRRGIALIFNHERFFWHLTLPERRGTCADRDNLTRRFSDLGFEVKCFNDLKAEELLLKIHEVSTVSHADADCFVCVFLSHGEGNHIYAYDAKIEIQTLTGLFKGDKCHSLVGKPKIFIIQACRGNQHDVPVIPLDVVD
Target sequence (P55212 194-293 limits assumed): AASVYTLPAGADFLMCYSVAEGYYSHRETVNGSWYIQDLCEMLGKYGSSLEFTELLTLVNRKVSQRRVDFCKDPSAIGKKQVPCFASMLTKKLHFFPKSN
GSIS activator = GLuc luminescence reporter in INS-1E cells, primary screen for activators of glucose-dependent secretion of insulin. 370,000 tested, 0.61% active. INS-1E GLuc reporter insulin secretion, 2-3 h. activation, % at 16.6 µM;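 active = lowest replicate activation of at least 40%, so every replicate reaches that level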;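 also: 0% = median of neutral control wells and 100% = median of IBMX positive control wells; some compounds called inactive have numbers as strong as hits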
RAD52 inh = blocks human RAD52 DNA annealing; 360,000 tested, 0.46% active; recombinant RAD52 DNA annealing, FRET fluorescence; inhibition, % at 18.7 µM; AID 651710;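 active = every replicate showing at least 50% inhibition; inconclusive = mean inhibition at least 50% but not in every replicate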
DENV2 CPE = inhibitors of DENV2 cytopathic effect | DENV2-infected cells, cytopathic effect rescue, plate reader | AID 651640 | CPE inhibition, % at 9.99 µM | 350,000 tested, 1.7% active; in the data active = CPE inhibition above about 20%, passing the limit was not always enough; inconclusive = no clear call, values can overlap the other calls; tested in BHK-21 cells;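 also: 0% = median of neutral control wells and 100% = median of positive control wells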
RAD54 branch = blocks human RAD54 Holliday junction branch migration | 360,000 tested, 0.14% active | Q92698 | inhibition, % at 10.4 µM | FAM/BHQ fluorescence;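 active = mean normalized replicate activity at least 40 and at least half of replicates scoring 40 or more; inconclusive = only one of the two criteria met; inactive = mean below 40 and under half of replicates reaching 40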;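 also: 0% = median of neutral control wells and 100% = median of positive control wells; inhibitors cause a drop in the FAM fluorescence signal; in these data hits start at about 50%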
CFTR F508del cor = correctors of CFTR F508del function in bronchial epithelial cells. 350,000 tested, 0.36% active. CFBE cells, YFP halide quenching; stimulated with forskolin plus potentiator P3; % fluorescence drop versus neutral controls. activity (quench increase), % at 7.58 µM;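 active = mean added fluorescence quench of at least 8% versus neutral control, with both replicates also reaching 8%; inconclusive = only one of the mean or replicate conditions met; inactive = mean below 8% and not both replicates reaching 8%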;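 also: cells transiently co-express mutant CFTR-F508del with the halide-sensitive YFP; corrector assay measuring rescue of mutant channel to the surface after 24 h compound exposure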
E-selectin induc = induces E-selectin expression in human endothelial cells; P16581; 260,000 tested, 0.37% active; HUVEC E-selectin immunofluorescence imaging; normalized: neutral wells 0, TNF-alpha wells 100; activation, % at 7.58 µM; AID 686992;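 active = mean E-selectin-positive cell signal at least 10% of the positive control, reached in at least 60% of replicates, without over 20% cell loss; inconclusive = no rule given, readout overlaps actives, possibly toxicity-flagged; inactive = the rest, including those meeting only one limit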;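 also: in these data hits start at about 27%; measured in HUVEC primary endothelial cells; signal is the percent of cells scored E-selectin positive by PE staining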
Target sequence (P16581 whole entry, looked up): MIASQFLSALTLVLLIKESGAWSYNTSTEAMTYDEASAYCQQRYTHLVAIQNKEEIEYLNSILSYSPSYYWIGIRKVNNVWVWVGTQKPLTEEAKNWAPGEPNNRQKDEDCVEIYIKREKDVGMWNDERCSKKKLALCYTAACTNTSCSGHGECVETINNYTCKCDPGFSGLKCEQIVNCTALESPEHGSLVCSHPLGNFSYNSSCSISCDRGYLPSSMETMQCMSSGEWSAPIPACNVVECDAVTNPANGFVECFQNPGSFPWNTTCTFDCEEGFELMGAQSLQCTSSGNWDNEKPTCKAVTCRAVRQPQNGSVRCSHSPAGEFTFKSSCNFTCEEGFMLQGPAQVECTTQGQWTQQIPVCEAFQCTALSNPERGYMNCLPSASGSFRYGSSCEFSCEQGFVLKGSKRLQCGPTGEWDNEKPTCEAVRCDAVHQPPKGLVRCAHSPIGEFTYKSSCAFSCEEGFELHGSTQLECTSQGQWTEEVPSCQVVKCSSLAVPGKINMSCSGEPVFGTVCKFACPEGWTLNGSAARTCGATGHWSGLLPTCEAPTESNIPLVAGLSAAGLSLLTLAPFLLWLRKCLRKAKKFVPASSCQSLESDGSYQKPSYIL
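Read-out: % PE-positive cells | Test system: HUVEC | Doses: One compound dose added by pin transfer | Buffer or medium: EGM-2 over gelatin coat | Signal: Immunofluorescence imaging | Benchmarks: TNF-alpha, DMSO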
Xi reactivation = X-chromosome reactivation activator; XiGFP mouse fibroblasts, % GFP-positive cells imaging, 3 d; cells co-treated with 5-aza-dC sensitizer; scaled so ellipticine positive control = 100%; activation, % at 7.58 µM; 360,000 tested, 0.055% active; AID 743238;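 active = mean normalized replicate activation at least 10% and every replicate at or above 10%; inconclusive = only one of the two criteria met; inactive = mean below 10% and not all replicates reach 10%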;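 also: 0% = median of on-plate neutral control wells and 100% = ellipticine 6 µM median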
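Assay system: SV40-immortalized XiGFP fibroblast cells, line 68-5-11; buffer or medium: DMEM plus 5-aza-dC sensitizer; compound: one concentration, pinned; timing: compounds 3 days, fix/stain 15 min at room temperature; benchmarks: positive control ellipticine, 6 µM final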
Starred values were filed as active, the others as inactive; ? = inconclusive; nt = not tested or not shown; & = joins results of further samples.

SMILES	CASP6 VEID inh	GSIS activator	RAD52 inh	DENV2 CPE	RAD54 branch	CFTR F508del cor	E-selectin induc	Xi reactivation
CN(C)C(=O)C[C@@H]1CC[C@@H](NC(=O)C2CCOCC2)[C@@H](CO)O1	1	8	-9	8	2	4.0	0.3	-0.1
CN(Cc1nc2ccccc2[nH]1)C(=O)C1CCC(=O)N(C2CCCC2)C1 (centres undefined)	-6	38	-4	2	-9	2.3	nt	0.2
CC(=O)N(C)C[C@H]1Oc2ncc(C#CCC3CCCC3)cc2C(=O)N([C@@H](C)CO)C[C@@H]1C	-2	12	6	1	4	-1.1	-0.2	-0.9
C[C@H](CO)N1C[C@H](C)[C@H](CN(C)S(=O)(=O)c2ccccc2)Oc2ccc(NC(=O)NC3CCCCC3)cc2C1=O	0	-16	-19	-3	-17	-0.3	-16	0.3
O=C(COC(=O)C1(c2ccc(Cl)cc2)CCCC1)N1CCc2ccccc21	-2	-8	-11	6	nt	nt	-0.2	0.3
Cc1cccc(S(=O)(=O)N2CCCCN3[C@H](CO)[C@@H](c4ccc(C#CC5CC5)cc4)[C@H]3C2)c1	0	-17	-22	-7	-10	2.6	-0.6	0.1
O=C1c2ccccc2NC(c2cccc([N+](=O)[O-])c2)N1CCc1ccccc1 (centres undefined)	6	-6	-5	3	1	1.5	nt	nt
Cc1ccc(-c2ccc(/C=N/n3cnnc3)o2)cc1	-3	nt	-12	-1	nt	0.9	3.3	0.7
NCC[C@@H]1CC[C@H](NC(=O)c2ccccc2F)[C@H](CO)O1	4	7&-18	-5	11	3	0.6	-0.2	0.1&-0.3
O=C(COc1cc2oc(=O)cc(-c3ccccc3)c2cc1Cl)NCc1ccccn1	5	13	-11	6	0	0.7	-0.1	0.0
CN1CCN(C(=O)C[C@H]2C[C@H]3c4cc(NC(=O)NC5CCCC5)ccc4O[C@H]3[C@H](CO)O2)CC1	0	-5	6	2	-2	-0.3	-0.1	0.0
CCCNc1nc(C)cc(-c2cc(C(=O)NC3CCCC3)on2)n1	-1	-7	-12	-16	1	2.3	0.0	0.0
CC(C)CC1(C)CNC(=O)NC1	-5	3	-12	-2	-1	2.5	-0.5	0.0
COCC#Cc1cnc2c(c1)C(=O)N([C@H](C)CO)C[C@H](C)[C@@H](CN(C)S(C)(=O)=O)O2	0	35	-2	3	5	0.0	0.0	0.1
O=C(O)CSc1nnc(NC(=O)CN2CCOCC2)s1	1	96*	-8	4	-3	2.2	-0.4	0.0

Results in DENV2 CPE, for some of the entries so far:
Compound,DENV2 CPE
CN(Cc1nc2ccccc2[nH]1)C(=O)C1CCC(=O)N(C2CCCC2)C1 (centres undefined),2
O=C(COc1cc2oc(=O)cc(-c3ccccc3)c2cc1Cl)NCc1ccccn1,6

(further entries)
SMILES	CASP6 VEID inh	GSIS activator	RAD52 inh	DENV2 CPE	RAD54 branch	CFTR F508del cor	E-selectin induc	Xi reactivation
COc1ccc(-c2noc(CN(C(=O)c3ccoc3C)C(C)C)n2)cc1	2	-6	1	-2	-10	3.6	0.3	0.0
O=C1CN(C(=O)COC(=O)CCC(=O)c2ccc(F)cc2)c2ccccc2N1	-2	4	-11	2	-1	-3.6	-0.3	0.1
O=C(Cn1cnc2cc([N+](=O)[O-])ccc2c1=O)NCc1ccc(Cl)cc1	4	-2	-22	-2	nt	1.2	nt	0.3
Cc1ccc(S(=O)(=O)N(C)C)cc1NC(=O)c1cncc(Br)c1	1	4	-9	-12	0	-3.9	nt	0.2
O=C1CSc2ccc(S(=O)(=O)CCC(=O)NC3CCCCC3)cc2N1	-4	0	-22	-3	-12	-3.5	nt	0.2
C[C@@H]1CN([C@@H](C)CO)C(=O)c2cc(NC(=O)Nc3ccccc3)ccc2O[C@@H](C)CCCCO[C@@H]1CN(C)C(=O)NC1CCCCC1	-1	-9	1	3	-5	0.4	0.7	0.1
Cc1noc(C)c1S(=O)(=O)N(C)C[C@H]1Oc2c(NC(=O)c3ccc(-c4nccs4)cc3)cccc2C(=O)N([C@@H](C)CO)C[C@H]1C	0	-20	-24	-11	6	-2.4	0.1	0.2
CN(C)c1nc(N(C)C)n(C(=O)c2ccc(F)cc2)n1	-1	0	-6	1	-14	0.3	nt	0.0
CC(OC(=O)c1ccccc1NCCO)C(=O)NC1CCCCC1C (centres undefined)	0	-11	-6	69*	10	-3.9	0.1	0.4
O=C(c1ccccc1)N(Cc1ccccc1)Cc1ccccc1	2	16	6	3	-15	1.7	0.0	-0.1
O=C(OCc1cn([C@@H]2CN(Cc3cccs3)[C@@H](c3ccccc3)C[C@H]2O)nn1)c1ccccc1	3	-9	-3	13	3	1.9	-0.1	-0.2
COCC(=O)N1CCC2(CC1)CN[C@@H](CO)c1c2c2ccc(OC)cc2n1C	3	-2	-3	9	nt	1.4	0.0	0.0
CO[C@H](CN(C)Cc1cc(F)ccc1F)[C@@H](C)CN([C@H](C)CO)S(=O)(=O)c1ccc(Cl)cc1	0	-20	-3	0	0	2.0	0.0	0.1
CCc1cc2ccc(C)cc2nc1SCC(=O)Nc1c[nH]c(=O)[nH]c1=O	1	-6	-3	nt	nt	-2.2	nt	0.0
CC1CCC(NC(=O)C(NS(=O)(=O)c2ccc(Br)cc2)C(C)C)CC1 (centres undefined)	-102	6	0	?	-4	0.9	2.8	0.0
O=C(N[C@@H]1CC[C@H](CCNS(=O)(=O)c2cccc(Cl)c2)O[C@H]1CO)c1ccc(F)cc1	4	-16	-15	3	0	-2.7	-0.4	0.0
Cc1noc(C)c1NC(=O)NCC[C@H]1CC[C@H](NC(=O)Nc2cccc(F)c2)[C@@H](CO)O1	-3	7	9	?	-12	1.7	-0.1	-0.2
C[C@H]1CN([C@@H](C)CO)S(=O)(=O)c2ccc(/C=C/c3ccccc3)cc2O[C@H]1CN(C)Cc1ccc(C(=O)O)cc1	3	-7	-3	4	7	1.0	0.1	-0.2
NC(=O)CSc1nnc2ccc(-c3ccc(Cl)cc3)nn12	-2	4	-6	11	nt	1.2	nt	-0.1
O=C(C[C@@H]1CC[C@@H]2[C@H](COC[C@H](O)CN2C(=O)c2ccncc2)O1)NCc1cccc(F)c1	-1	12	11	1	-2	0.3	0.1	0.2
O/N=C1\CCCc2ccc(Cl)cc21	2	6	-41	8	nt	-1.6	0.3	0.4
O=C(COC(=O)/C=C/c1ccc2c(c1)OCO2)Nc1ccc(S(=O)(=O)N2CCCC2)cc1	-1	6	-51	-1	nt	nt	nt	0.0
O=C(C[C@H]1CC[C@@H]2[C@H](COC[C@H](O)CN2C(=O)Nc2ccccc2)O1)NCCc1ccncc1	0	-3	-3	?	-8	1.2	0.0	0.2
CCOc1ccccc1NC(=O)C1CCCN(S(=O)(=O)c2ccccc2)C1 (centres undefined)	3	-12	-13	?	-12	-1.8	-0.3	-0.1
COc1cccc(OC)c1OCCNCC1CSc2ccccc2O1 (centres undefined)	0	3	8	-3	1	-5.2	-0.2	-0.1
C[C@@H]1CN([C@H](C)CO)C(=O)Cc2cc(NC(=O)Nc3cccc4ccccc34)ccc2O[C@@H]1CN(C)S(=O)(=O)c1ccc(F)cc1	3	-33	10	-7	-3	-0.3	3.2	0.1
COc1ccc2c(C)cc3nnnn3c2c1	nt	11	-10	-5	4	3.0	3.9	0.0
O=C(NCc1ccccc1)[C@@H]1[C@@H](CO)[C@@H]2Cn3c(cccc3=O)[C@@H]2N1C(=O)C1CC1	0	3	-3	-3	-8	-1.9	-0.1	0.2
CCOc1ccccc1N1CCN(CC(O)COCc2cccs2)CC1 (centres undefined)	-1	23	-15	0	-2	0.9	0.0	0.0
CCN(CC)S(=O)(=O)c1ccc(/C=C/C(=O)OCC(=O)NC(=O)C2COc3ccccc3O2)cc1 (centres undefined)	1	-12	-12	-1	nt	-1.6	-0.5	0.2
C[C@H]1CN([C@@H](C)CO)C(=O)c2cc(NC(=O)Nc3ccc4c(c3)OCO4)ccc2O[C@@H]1CN(C)Cc1ccc(C(F)(F)F)cc1	6	-44	8	5	1	-1.7	1.3	-0.1
C[C@@H](NC(=O)C[C@@H]1C=C[C@@H](NC(=O)CN2CCOCC2)[C@H](CO)O1)c1ccccc1	-2	7	-1	-7	-3	1.5	-0.4	0.5
CCCN(CC(=O)Nc1cccc(S(N)(=O)=O)c1)CC(=O)Nc1ccc(F)c(F)c1F	0	-17	-13	-9	-4	1.4	0.4	-0.1
CN(C)C(CNC(=O)c1coc2ccccc2c1=O)c1ccccc1 (centres undefined)	-3	14	-13	10	-12	-1.3	-0.1	0.3
Cc1cc([N+](=O)[O-])nn1CC(=O)N(C)C1CCCCC1	3	8	-24	6	1	0.0	0.4	0.0
O=C1CN(S(=O)(=O)c2cccc(F)c2)C[C@@H]2[C@@H](c3ccc(C4=CCCC4)cc3)[C@H](CO)N12	1	-2	5	-4	nt	6.4	0.4	0.1
Cc1ccccc1-c1nc(CS(=O)(=O)CC(=O)Nc2cc(F)ccc2F)c(C)o1	2	-16	-11	-1	3	0.6	nt	0.1
O=C(Nc1ccc2c(c1)[C@@H]1C[C@H](CC(=O)N3CCOCC3)O[C@@H](CO)[C@@H]1O2)NC1CCCC1	0	2	-3	1	3	0.2	-0.3	0.5
CC(=O)N1CCOc2ccc(S(=O)(=O)N3CCC(C(=O)NCc4ccc(Cl)cc4)CC3)cc21	2	-16	-10	-13	-5	0.1	-0.1	0.0
C[C@H](CO)N1C[C@H](C)[C@H](CN(C)C(=O)NC2CCCCC2)Oc2ccc(NC(=O)NC3CCCCC3)cc2C1=O	nt	6	10	9	3	-0.8	-0.3	0.2
CN(CC(=O)Nc1ccc(Cl)c(C(F)(F)F)c1)C(=O)C1CCN(C(=O)c2ccc(Cl)cc2)CC1	2	-51	0	-6	2	3.4	nt	0.0
C=CCOc1ccc(CNCc2cccnc2)cc1OCC	27	nt	-7	22*	-8	nt	nt	0.0
COc1cccc(S(=O)(=O)N[C@@H]2CC[C@@H](CC(=O)NC3CCC3)O[C@H]2CO)c1	-1	0	-6	2	0	-0.6	-0.1	-0.1
COc1ccc(CCNC(=O)c2cc([C@@H](NC(=O)OC(C)(C)C)C(C)C)sc2N)cc1OC	1	-1	-66	-3	nt	-1.6	-0.5	0.0
Cc1c(Cl)cccc1NC(=O)c1cc(C2CC2)on1	3	nt	-8	-12	-7	6.1	0.2	0.3
Cc1cccc(N(Cc2ccccc2)C(=O)CN2C(=O)NC3(CCCC3)C2=O)c1	2	nt	-9	15	-13	-1.6	1.6	-0.1
COCCn1c(SCC(=O)NCc2ccco2)nnc1-c1c[nH]c2ccccc12	-3	8	-8	-6	10	1.2	1.5	0.0
Brc1ccc2ncc3ccccc3c2c1	4	nt	-14	7	nt	6.1	0.4	0.3
C[C@@H]1CN([C@H](C)CO)S(=O)(=O)c2ccc(C#CCN(C)C)cc2O[C@@H]1CN(C)C(=O)C1CCCCC1	0	-1	-17	-5	-7	-0.4	-0.4	0.6
O=C(c1ccc2c(c1)OCO2)N1C[C@H]2[C@@H](c3ccccc31)[C@H](CO)N2CC1CCCC1	2	4	-5	-5	-21	-2.9	-0.4	0.5
